AT treatment: potential ataxia-telangiectasia treatment; […] A-T fibroblasts, KAP-1 phosphorylation AlphaLISA; neocarzinostatin DNA damage 30 min before lysis; Potency, µM (top dose mostly 57.5 µM), for the others: at the highest dose activation, hits mostly activators; actives 0.19% (n = 320,000); further: potency means the concentration at half of the fitted maximal effect; % of control where 0% means no effect; nearly all actives have a fitted effect of over 45% in size
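hTERT-immortalized A-T patient fibroblasts ([…]), 500 cells/well in OPTI-MEM, 1% FBS, got compounds for 60 min, then NCS for 30 min at 37C. Lysates were then assayed for phospho-KAP-1 by AlphaLISA (anti-pKAP1 donor, anti-KAP1 acceptor beads), 6 hr at 25C.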
USP2a inh: blocks human ubiquitin-specific protease USP2a; USP2 core, Ub-CHOP2 coupled fluorogenic reporter, 485/531; actives 0.01% (n = 330,000); Potency, µM (titrated, usually from 38.3 µM), inactives show at the top dose activity change, negative = inhibition, hits mostly inhibitors; AID 463254; O75604;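 further: potency means the concentration at half of the fitted maximal effect; plate controls were DMSO wells for no effect and full inhibition by NEM control for full effect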
Target sequence (O75604 whole entry, looked up): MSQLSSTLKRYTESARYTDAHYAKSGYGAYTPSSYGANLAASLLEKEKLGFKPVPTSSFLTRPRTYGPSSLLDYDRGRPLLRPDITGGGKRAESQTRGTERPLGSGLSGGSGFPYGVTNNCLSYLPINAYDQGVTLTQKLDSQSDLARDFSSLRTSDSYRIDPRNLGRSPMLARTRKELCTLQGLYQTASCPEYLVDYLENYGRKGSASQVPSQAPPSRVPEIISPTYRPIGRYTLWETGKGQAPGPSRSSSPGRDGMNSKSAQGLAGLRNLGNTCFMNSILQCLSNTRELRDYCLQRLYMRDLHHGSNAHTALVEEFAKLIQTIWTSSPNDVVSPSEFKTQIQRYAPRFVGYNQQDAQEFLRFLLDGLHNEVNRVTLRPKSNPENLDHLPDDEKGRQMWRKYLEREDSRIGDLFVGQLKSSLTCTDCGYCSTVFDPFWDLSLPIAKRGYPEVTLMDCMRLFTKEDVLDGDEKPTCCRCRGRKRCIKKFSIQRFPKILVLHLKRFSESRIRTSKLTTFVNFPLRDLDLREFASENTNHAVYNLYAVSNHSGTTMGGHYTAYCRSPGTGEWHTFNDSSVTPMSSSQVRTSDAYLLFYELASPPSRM
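USP2 core (10nM final) preincubated 30min RT with compound in 20mM Tris-HCl pH 8.0, 2mM CaCl2, 2mM beta-mercaptoethanol, 0.05% CHAPS; 25nM Ub-CHOP2 plus 25nM reporter substrate added, fluorescence (Ex485/Em531) read after 60min.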
TCR act: T cell receptor activation; AID 504894; Potency, µM (titrated, usually from 9.22 µM), without a hit: at the highest dose activation of IL-2 secretion, hits mostly activators; primary human leukocytes, anti-CD3, IL-2 HTRF, 48 h; 330,000 tested, under 10 active; further: % of control where 0% means no effect
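Primary human leukocytes incubated 48 hr with anti-CD3 beads plus compound, without co-stimulation. Secreted IL-2 measured by HTRF (europium cryptate/d2 anti-IL-2 pair, 320 nm excitation, 665 nm emission).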
TRPV1 agonist: human TRPV1 agonism; TRPV1-expressing cells, Fluo-8 calcium influx, agonist mode; activation, % at 8.33 µM; actives 0.19% (n = 320,000); in the data active means activation above about 80%; inconclusive means between about 30% and that limit; further: 0% is about no effect
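TRPV1-expressing cells were cultured overnight at 35.5C and loaded with Fluo-8 calcium dye for 40 to 90 min at room temperature. After a 10 s baseline, compound was added and calcium influx was read kinetically for 3 min (ex 480/em 520 nm).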
Eya2 inh: blocks the phosphatase activity of human Eya2; O00167; recombinant Eya2, OMFP fluorescence dephosphorylation (OMFP is methylfluorescein phosphate); Potency, µM (doses to about 76.9 µM), for the others: top-dose activity, negative = inhibition, actives largely listed as inhibitors; actives 0.006% (n = 330,000); AID 488837; further: potency means the concentration at half of the fitted maximal effect; on the % scale 0 is the no-effect control and ±100 the full control effect
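Eya2 (0.2 uM) preincubated 10 min at ambient with compound, then OMFP substrate added at 50 uM; 10 min reaction in 50 mM HEPES pH 7.5, 50 mM NaCl, 5 uM MgCl2, 0.05% BSA, 1 mM DTT. Fluorescence read at Ex 485/Em 525 nm.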
TSHR antagonist: human thyrotropin receptor antagonism; TSHR-expressing cells, TSH-stimulated cAMP HTRF, 2 h; hits give low values; AID 504810; P16473; activity change, negative = inhibition, % at 11.5 µM; actives 0.2% (n = 330,000);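 active means activity change below a set negative limit, meaning inhibition stronger than a set level, cut at about -70% in these data; inconclusive means activity change between two set negative limits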; further: on the % scale 0 is the no-effect control and ±100 the full control effect
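Competitive HTRF cAMP read-out (cryptate anti-cAMP antibody, cAMP-d2; 30 min, room temperature) in freshly harvested TSHR cells. Compounds added before TSH at EC80 (4nM final), followed by 2 hours' incubation at 37 deg C.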
KCNH2 WT inh: blocks the wildtype human KCNH2 potassium channel; U2OS, BacMam KCNH2, thallium flux FluxOr; hits give low values; activity change, % at 1.84 µM; Q12809; actives 0.37% (n = 340,000);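 active means maximum activity change below -70%; inconclusive means maximum activity change between -70% and -50%; inactive means maximum activity change above -50%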; further: on the % scale 0 is the no-effect control and ±100 the full control effect
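U2OS cells transduced with wild-type KCNH2 virus are loaded with FluxOr dye for 45 min, and thallium flux is measured in kinetic reads before and after stimulation buffer. Rate constants are normalized to DMSO controls.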
ELG1 repair inh: ELG1-dependent DNA repair inhibition; HEK293T ELG1-luciferase reporter, luminescence, 16 h; DNA damage induced by 5-fluorouridine; Potency, µM (top dose mostly 46.1 µM), for the others: at the top dose activity change, negative = inhibition, most hits filed as inhibitors; actives 2.3% (n = 330,000); AID 504467; further: potency means the concentration at half of the fitted maximal effect; on the % scale 0 is the no-effect control and ±100 the full control effect; nearly all actives have a fitted effect of over 55% in size
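Step one: seed 2,000 cells per well. Step two: pin-transfer compound or DMSO alongside 5-fluorouridine. Step three: incubate 16 hr, 37 °C, 5% CO2. Step four: add ONE-Glo, wait 30 min, read luminescence.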
Mito fusion act: inhibitors of mitochondrial division or activators of mitochondrial fusion. Potency, µM (highest dose often 46.1 µM), for inactives: top-dose growth rescue (activation), usual class: activators. S. cerevisiae fusion-defective mutant growth rescue, CellTiterGlo 48 h. actives 0.23% (n = 320,000). AID 485298;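 further: potency means the concentration at half of the fitted maximal effect; % of control where 0% means no effect; nearly all actives have a fitted effect of over 45% in size; temperature-sensitive fusion mutants such as fzo1-1 at 37 °C on non-fermentable ethanol glycerol medium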
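Growth-rescue viability read-out: after 48 h at the non-permissive 37C in glycerol/ethanol YPEG, yeast mitochondrial fusion mutants are measured by CellTiterGlo luminescence; compounds (23 nl pinned per well) restoring growth score as division inhibitors or fusion activators.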
KCNH2 3.1 block: KCNH2 3.1 (human) potassium channel inhibition | U2OS KCNH2 3.1, thallium flux FluxOr; hits give low values | activity change, % (tested at about 1.8 µM) | actives 0.95% (n = 340,000) | AID 720553;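 active means maximum activity change below -70%; inconclusive means maximum activity change from -70% to -50%; inactive means maximum activity change above -50%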;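 further: thallium influx rate constant from kinetic fluorescence after stimulation buffer; on the % scale 0 is the no-effect control and ±100 the full control effect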
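Thallium flux read-out: FluxOr dye with Red40 quencher in HBSS/HEPES, 45 min at RT. Rate constants from kinetic reads were normalized to positive and negative DMSO controls. Cells: U2OS virally expressing the 3.1 isoform.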
* marks the source's active call; other numbers are inactive results; u = inconclusive; x = no result given; [ ] = remark or other dose. Unless noted, the call rests on the fitted dose curve; in most records, active means well fitted curve in the direction sought with a large enough effect; inconclusive means small, poorly fitted or top-dose-only effect, or another doubt; inactive means no such curve, though single readings can be large; an effect the other way counts as inactive or inconclusive. Only part of the results is shown; rates above refer to the full screens.

Structure	AT treatment	USP2a inh	TCR act	TRPV1 agonist	Eya2 inh	TSHR antagonist	KCNH2 WT inh	ELG1 repair inh	Mito fusion act	KCNH2 3.1 block
Cc1nc2c(-c3ccccc3)c(C)nn2c(C)c1CCC(=O)O	22%	0%	-1%	-1	12%	-9	5	-3%	-1%	10
C=CCOC(=O)C1=C(C)N=C2SCCC(=O)N2C1c1cccs1 (stereo not drawn)	-4%	0%	3%	3	10%	-5	-1	-15%	7%	3
O=C(O)C1CCCCN1S(=O)(=O)c1ccc2ccccc2c1 (stereo not drawn)	-2%	1%	-5%	0	-11%	-7	-1	0%	-4%	16
CCOC(=O)C1CCN(C(=O)c2ccc(N3CCOCC3)c([N+](=O)[O-])c2)CC1	-10%	2%	12%	1	-18%	10	-4	12%	-1%	-13
c1ccc(OCc2nc3ccccc3s2)cc1	-3%	2%	0%	0	5%	6	-6	u	3%	10
Cc1cccc(OCCSc2nnc(-c3ccoc3C)n2C)c1	4%	1%	-2%	1	7%	-17	1	-20%	-1%	-23
COc1ccc(CCNC(=O)c2ccc(N(C)S(=O)(=O)c3ccc(C)cc3)cc2)cc1OC	8%	10%	6%	1	-3%	-2	8	u	4%	-10
CCOC(=O)C1(Cc2cccc(Cl)c2)CCCN(C(=O)CCSC)C1 (stereo not drawn)	3%	1%	x	30	0%	4	-15	1%	-1%	14
Cc1noc(C)c1S(=O)(=O)N1CCC(C(=O)N2CCC(C)CC2)CC1	-6%	1%	4%	22	11%	5	-1	-1%	1%	-15
c1ccc(COCCCn2cc(-c3ccccc3)nn2)cc1	-1%	0%	1%	u	7%	-10	-9	13%	1%	4
Cc1cccc(CN2C(=O)/C(=C\c3ccc(C(=O)NCCN4CCOCC4)cc3)Sc3ccccc32)c1	-3%	0%	1%	4	-17%	-3	-5	21µM*	-20%	-81*
Cc1cc(C)c(S(=O)(=O)N2CCN(C(=O)N3CCOCC3)CC2)c(C)c1	1%	2%	-7%	u	3%	11	0	-3%	-2%	-16
CC(C)(C)NC(=O)CCCSc1nc2ccccc2s1	1%	4%	6%	u	-7%	-4	2	u	-3%	-9
CCCCCCn1c(SCCN2CCOCC2)nc2c1c(=O)[nH]c(=O)n2C	1%	2%	4%	8	-11%	-14	9	u	1%	-20
Cc1ccccc1C(=O)NC(=S)Nc1ccc(S(=O)(=O)N2CCN(C)CC2)cc1	2%	2%	7%	5	-1%	13	-7	0%	0%	-14
O=C(CSC(=S)N1CCOCC1)Nc1nc(-c2ccccc2)c(-c2ccccc2)o1	-1%	4%	-2%	-2	6%	-11	-4	-7%	-4%	-10
COC(C[C@H](O)CC(=O)COCc1ccccc1)OC	-10%	0%	-1%	2	-3%	-1	-2	u	9%	19
CC(NC(=O)COC(=O)COc1cccc2c1OC(C)(C)C2)c1ccccc1 (stereo not drawn)	-3%	3%	6%	20	1%	-2	-4	16%	-1%	x
C/C(=N/Nc1nc(C)c(C)s1)c1cccc([N+](=O)[O-])c1	4%	-1%	x	12	-7%	3	-7	-8%	-15%	0
CCC(=O)Nc1ccc(C(=O)COC(=O)CCN2C(=O)C3CC=CCC3C2=O)cc1 (stereo not drawn)	2%	1%	0%	1	-9%	4	1	3%	-5%	6

In the list so far, these contain a COOH group.
Structure	AT treatment	USP2a inh	TCR act	TRPV1 agonist	Eya2 inh	TSHR antagonist	KCNH2 WT inh	ELG1 repair inh	Mito fusion act	KCNH2 3.1 block
Cc1nc2c(-c3ccccc3)c(C)nn2c(C)c1CCC(=O)O	22%	0%	-1%	-1	12%	-9	5	-3%	-1%	10
O=C(O)C1CCCCN1S(=O)(=O)c1ccc2ccccc2c1 (stereo not drawn)	-2%	1%	-5%	0	-11%	-7	-1	0%	-4%	16

The list goes on.
Structure	AT treatment	USP2a inh	TCR act	TRPV1 agonist	Eya2 inh	TSHR antagonist	KCNH2 WT inh	ELG1 repair inh	Mito fusion act	KCNH2 3.1 block
CN(C)C(CNC(=O)c1cnc(Cl)c(Cl)c1)c1ccccc1 (stereo not drawn)	2%	3%	1%	7	6%	-3	4	u	-14%	3
CNC(=S)Nc1ccc(C)c(NC(=S)NC)c1	-15%	8%	3%	-4	7%	-1	3	3%	-1%	-9
COc1ccc(NC(=O)Nc2cnccn2)c(OC)c1	2%	-8%	9%	-5	2%	26	-4	17%	-1%	7
CC[C@]12c3[nH]c4cc(CCC(=O)N(C)C)ccc4c3CCN1C(=O)[C@@H](CC(=O)NC(C)(C)C)C[C@@H]2C(=O)N1CCN(C(=O)C2CC2)CC1	0%[11.5 µM]	-2%	0%[46.1 µM]	x	5%	4	2	8%	x	-2
CCN1CCCC1CNC(=O)CSc1cc(=O)n(C)c2cc(Cl)ccc12 (stereo not drawn)	2%	-1%	1%	-3	-7%	10	2	u	1%	3
Cn1c(CNC(=O)c2ccccc2F)cc2ccccc21	3%	0%	-1%	10	9%	2	-7	6%	1%	-13
CC(CNC(=O)c1ccccc1Cl)c1ccccc1 (stereo not drawn)	4%	-2%	7%	1	0%	-5	-8	u	0%	-1
CC(=O)Oc1ccc(/C=N/NC(=O)C2CCCN2S(=O)(=O)c2ccc(Cl)cc2)cc1 (stereo not drawn)	0%	0%	7%	0	5%	0	-9	1%	0%	-20
CCCc1c(C)c2ccccc2[nH]c1=O	1%	-1%	4%	1	4%	-5	-6	u	1%	-8
COc1ccc(CC(=O)Nc2nc(-c3cc(OC)ccc3OC)cs2)cc1	-1%	1%	0%	-3	3%	-6	-1	u	-18%	16
COc1cc(S(=O)(=O)NCc2cccnc2)ccc1F	-2%	0%	-4%	2	30%	16	-4	-1%	-2%	-1
CCCCn1c(=N)n(CCOc2ccc(C)cc2)c2ccccc21	0%	2%	-4%[46.1 µM]	3	-2%	3	-128*	u	-27%	-111*
Cc1nc(-c2ccc(NC(=O)c3ccccc3C)cc2)cs1	3%	-2%	-5%	2	0%	-11	-1	u	12%	-5
CN(CC(=O)Nc1cccc(F)c1)C(=O)CCCN1C(=O)c2cccc3cccc(c23)C1=O	-7%	-2%	-3%	2	16%	9	-2	-12%	7%	-15
O=C(CC1S/C(=N\S(=O)(=O)c2ccc(F)cc2)N(c2ccccc2)C1=O)Nc1ccccc1 (stereo not drawn)	2%	0%	1%[46.1 µM]	-1	-2%	-3	42	-4%	1%	-19
O=C(NCC(c1ccco1)N1CCOCC1)c1c(F)cccc1F (stereo not drawn)	-14%	1%	-4%	-1	8%	-2	-1	u	-6%	3

Fetched one by one from the list above, 5 records:
Structure	AT treatment	USP2a inh	TCR act	TRPV1 agonist	Eya2 inh	TSHR antagonist	KCNH2 WT inh	ELG1 repair inh	Mito fusion act	KCNH2 3.1 block
CN(CC(=O)Nc1cccc(F)c1)C(=O)CCCN1C(=O)c2cccc3cccc(c23)C1=O	-7%	-2%	-3%	2	16%	9	-2	-12%	7%	-15
Cc1cccc(CN2C(=O)/C(=C\c3ccc(C(=O)NCCN4CCOCC4)cc3)Sc3ccccc32)c1	-3%	0%	1%	4	-17%	-3	-5	21µM*	-20%	-81*
COc1ccc(CC(=O)Nc2nc(-c3cc(OC)ccc3OC)cs2)cc1	-1%	1%	0%	-3	3%	-6	-1	u	-18%	16
c1ccc(COCCCn2cc(-c3ccccc3)nn2)cc1	-1%	0%	1%	u	7%	-10	-9	13%	1%	4
CC(CNC(=O)c1ccccc1Cl)c1ccccc1 (stereo not drawn)	4%	-2%	7%	1	0%	-5	-8	u	0%	-1

High-throughput results deposited in PubChem by National Center for Advancing Translational Sciences (NCATS).
